# RECQ1 inh – qHTS Assay for Inhibitors of RecQ-Like Dna Helicase 1 (RECQ1); ATP-dependent DNA helicase Q1 (Homo sapiens), P46063; Potency, µM (series often up to 57.3 µM), for the others: at the top dose activity, negative = inhibition, hits mostly inhibitors; RECQ1 DNA unwinding, red fluorescence kinetic read; actives 0.54% (n = 240,000);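 further: plate controls were vehicle for no effect and no enzyme for full effect; nearly all actives have a fitted effect of over 30% in size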
# Target sequence (P46063 whole entry, looked up): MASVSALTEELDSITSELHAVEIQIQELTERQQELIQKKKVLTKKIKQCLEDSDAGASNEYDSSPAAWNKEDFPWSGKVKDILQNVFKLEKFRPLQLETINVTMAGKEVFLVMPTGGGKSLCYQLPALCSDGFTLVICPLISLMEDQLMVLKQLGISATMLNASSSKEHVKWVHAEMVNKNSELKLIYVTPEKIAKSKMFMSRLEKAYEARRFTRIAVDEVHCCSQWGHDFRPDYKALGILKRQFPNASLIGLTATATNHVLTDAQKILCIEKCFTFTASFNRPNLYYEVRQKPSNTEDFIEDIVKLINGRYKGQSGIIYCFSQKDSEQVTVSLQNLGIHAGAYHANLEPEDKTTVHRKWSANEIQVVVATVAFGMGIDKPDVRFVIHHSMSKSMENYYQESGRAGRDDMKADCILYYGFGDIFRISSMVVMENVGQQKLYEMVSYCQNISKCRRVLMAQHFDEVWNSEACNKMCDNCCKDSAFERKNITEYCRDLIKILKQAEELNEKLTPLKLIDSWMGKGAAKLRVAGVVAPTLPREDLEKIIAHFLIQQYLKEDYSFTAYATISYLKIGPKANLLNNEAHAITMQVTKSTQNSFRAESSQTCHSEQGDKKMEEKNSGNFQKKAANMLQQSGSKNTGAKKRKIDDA
#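 50 nM RECQ1T1 preincubated 15 min with compound in Tris pH 8.0 buffer with MgCl2, DTT, Tween-20 and 2.5 ug/ml poly(dI-dC); started with 200 nM TAMRA/BHQ-2 forked duplex and 2 mM ATP. Unwinding read as fluorescence (525/598 nm), two reads 2 h apart.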
# L3MBTL1 block – qHTS Assay for the Inhibitors of L3MBTL1. Potency, µM (doses to about 57.1 µM), without a hit: top-dose activity, negative = inhibition, hits mostly inhibitors. Lethal(3)malignant brain tumor-like protein 1 (Homo sapiens), Q9Y468. actives 0.66% (n = 230,000). AlphaScreen L3MBTL1–H3K9me1 peptide binding; further: nearly all actives have a fitted effect of over 60% in size
#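 Read-out is AlphaScreen signal from streptavidin donor and nickel chelate acceptor beads (10 ug/mL final each) bridging L3MBTL1 (50 nM) and biotinylated K9-monomethylated H3(1-15) peptide (75 nM), after 30 min compound exposure at room temperature.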
# GAA glycogen – qHTS Assay for Inhibitors and Activators of Human alpha-Glucosidase Cleavage of Glycogen; Lysosomal alpha-glucosidase (Homo sapiens), P10253; recombinant GAA, glycogen substrate, Amplex Red glucose oxidase fluorescence; Potency, µM (doses to about 76.4 µM), without a hit: top-dose activity change, negative = inhibition, most hits filed as inhibitors; actives 0.38% (n = 300,000); AID 2100, 2009;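 further: 0% = full enzyme reaction and -100% = no-enzyme basal signal; the screen sought inhibitors and activators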
#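 qHTS, 1536-well; enzyme 4 nM final; cpd up to 77 uM; substrate bovine liver glycogen 30 ug; 50 mM citrate/phosphate pH 5.0, 0.01% Tween-20; 37 C, 40 min; Amplex Red detection 45 min RT; Hill fit → AC50.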
# GoLoco inh red – qHTS Assay for Inhibitors of RGS12 GoLoco Motif Activity (Red Fluorophore). Potency, µM (titrated, usually from 61.6 µM), without a hit: top-dose activity, negative = inhibition, actives largely listed as inhibitors. Guanine nucleotide-binding protein G(i) subunit alpha-1 (Homo sapiens), P63096. actives 0.44% (n = 230,000). Gai1:RGS12 GoLoco peptide FP, rhodamine, 10 min. AID 880, 2007; active means well fitted inhibition curve with a large enough effect, not every such curve was filed as active; inactive means no such curve, though single readings can be large or run the other way; further: nearly all actives have a fitted effect of over 30% in size; many of its hits are not listed in these tables
# TexasRed fluor – Total Fluorescence Counterscreen for Inhibitors of the Interaction of Thyroid Hormone Receptor and Steroid Receptor Coregulator 2. TRb/SRC2 Texas Red total fluorescence interference. Potency, µM (top dose mostly 106 µM), for the others: at the top dose fluorescence change, negative = quenching. actives 0.29% (n = 280,000); active means well fitted curve in either direction with a large enough effect; inconclusive means small, poorly fitted or top-dose-only effect
#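 Human TRβ ligand-binding domain (0.6 uM) and Texas Red SRC2 peptide (20 nM) in Tris buffer with 1 uM T3 and 5% DMSO were incubated with pinned compound for 5 hr at ambient temperature. Total fluorescence was computed as S + 2P (555/632 nm).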
# TRb-SRC2 inh – qHTS for Inhibitors of the Interaction of Thyroid Hormone Receptor and Steroid Receptor Coregulator 2 | Thyroid hormone receptor beta (Homo sapiens), P10828 | TRbeta-SRC2 peptide binding, fluorescence polarization; receptor liganded with 1 µM T3 | Potency, µM (doses to about 106 µM), for the others: at the top dose activity change, negative = inhibition, most hits filed as inhibitors | actives 0.065% (n = 280,000) | AID 1469, 2008;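 further: plate controls were bound peptide for no effect and peptide without receptor for full effect; nearly all actives have a fitted effect of over 50% in size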
# Target sequence (P10828 whole entry, looked up): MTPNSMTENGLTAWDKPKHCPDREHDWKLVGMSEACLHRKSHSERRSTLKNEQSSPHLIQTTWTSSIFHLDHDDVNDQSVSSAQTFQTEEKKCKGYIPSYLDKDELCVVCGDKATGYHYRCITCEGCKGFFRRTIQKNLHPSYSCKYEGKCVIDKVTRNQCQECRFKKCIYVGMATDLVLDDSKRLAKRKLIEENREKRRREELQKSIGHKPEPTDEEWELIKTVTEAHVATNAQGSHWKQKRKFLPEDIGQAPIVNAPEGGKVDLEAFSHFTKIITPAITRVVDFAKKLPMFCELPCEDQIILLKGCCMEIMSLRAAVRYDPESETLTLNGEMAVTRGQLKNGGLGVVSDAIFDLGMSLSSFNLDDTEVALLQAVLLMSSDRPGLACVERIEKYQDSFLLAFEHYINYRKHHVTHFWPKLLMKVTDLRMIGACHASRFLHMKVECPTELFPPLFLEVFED
#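 A fluorescence polarization screen tested compounds at multiple concentrations against complex formation between 0.6 uM TRb ligand-binding domain and 20 nM Texas Red SRC2 peptide, with 1 uM T3 present; readout after 5 hr.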
# aGlu spleen mod – qHTS Assay for Inhibitors and Activators of Human alpha-Glucosidase From Spleen Homogenate | human spleen homogenate, 4-MU-alpha-glucoside fluorescence | Potency, µM (series often up to 79.9 µM), for the others: top-dose activity change, negative = inhibition, usual class: inhibitors | actives 0.006% (n = 240,000);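 further: 0% = enzyme with vehicle and -100% = no enzyme basal signal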
#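 Enzyme source: human spleen homogenate, 1 ug/well. Buffer 50 mM citric acid/K phosphate pH 5.0, 0.01% Tween-20. 4-MU-alpha-glucoside 1 mM; 37 C x 40 min; NaOH/glycine stop; fluorescence.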
# GAA inhib – qHTS Assay for Inhibitors of Human alpha-Glucosidase as a Potential Chaperone Treatment of Pompe Disease. Lysosomal alpha-glucosidase (Homo sapiens), P10253. purified human GAA, 4-MU-alpha-glucoside fluorescence. Potency, µM (doses to about 76.9 µM), for inactives: at the highest dose activity change, negative = inhibition, actives largely listed as inhibitors. actives 0.005% (n = 200,000). AID 1466, 2008;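 further: plate controls were uninhibited enzyme wells for no effect and no-enzyme background for full effect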
#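 qHTS format, compound range up to 77 uM. Human lysosomal enzyme at 4 nM, 400 uM 4-MU glucoside substrate, pH 5.0, 20 min room temperature; fluorescence after alkaline stop gives activity normalized to controls.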
# * = called active by the depositor; i = inactive; ? = inconclusive; . = not tested or not shown; [ ] = remark or other dose. Unless noted, the call rests on the fitted dose curve; in most records, active means well fitted curve in the direction sought with a large enough effect; inconclusive means small, poorly fitted or top-dose-only effect, or another doubt; inactive means no such curve, though single readings can be large; an effect the other way counts as inactive or inconclusive. Unless noted, on the % scale 0 is the no-effect control and ±100 the full control effect; potency means the concentration at half of the fitted maximal effect. Only part of the results is shown, so the mix of outcomes need not match the whole.
# Order of results: RECQ1 inh	L3MBTL1 block	GAA glycogen	GoLoco inh red	TexasRed fluor	TRb-SRC2 inh	aGlu spleen mod	GAA inhib
CCOC(=O)Cn1nc(C)c(NC(=O)c2ccc([N+](=O)[O-])c(C)c2)c1C
 : 0%	23%	-12%	0%	-3%	2%	-5%	1%
COC(=O)c1cc2c(s1)CS(=O)C2 (stereo unspecified)
 : 5%	2%	6%	4%	-1%	1%	-9%	-3%
CN(Cc1nc2ccc(Cl)cc2[nH]1)Cc1nc(-c2cnccn2)no1
 : 10%	-10%	6%	130%[activator]	0%	-5%	0%	-1%
CCN(CCn1cccn1)C(=O)CCc1nnc(-c2ccc3c(c2)OCO3)o1
 : i	9%	0%	-2%	-2%	-4%	4%	.
Cc1ccccc1NC(=O)N(CCc1nc2ccccc2[nH]1)Cc1ccccc1
 : i	3%	-5%	2%	-2%	-1%	-1%	-2%
CCOC(=O)N1CCN(C(=O)c2ccc3c(=O)n(Cc4ccc(OC)cc4)c(=S)[nH]c3c2)CC1
 : -3%	28%	-5%	0%	1%	-2%	-7%	2%
Cc1cc2cccc(C)c2nc1SCC(=O)N(C)c1nc(-c2ccccc2)cs1
 : -1%	5%	4%	5%	-1%	-1%	-4%	-2%
COC(=O)C1NN=C(C(=O)c2ccccc2)C1c1ccccc1 (stereo unspecified)
 : 1%	-2%	1%	5%	-3%	4%	-1%	9%
O=C(CCSc1nccn1Cc1ccccc1)N1CCOCC1
 : 4%	2%	3%	8%	-1%	-14%	-16%	-1%
COc1cccc(C(=O)CN2CCN(S(=O)(=O)c3cccc([N+](=O)[O-])c3)CC2)c1
 : -15%	6%	-3%	11%	?	-6%	-4%	-3%
CCC(CO)NCc1ccc(OCC(=O)Nc2cccc(C(F)(F)F)c2)c(OC)c1 (stereo unspecified)
 : 4%	2%	-5%	13%	0%	2%	-4%	-4%
Cc1nc(C)c(C(=O)Nc2ccccc2)s1
 : ?	3%	5%	3%	-3%	2%	2%	-2%
CCOC(=O)c1c(C)[nH]c(C(=O)COC(=O)c2ccc(O)cc2)c1C
 : i	11%	10%	10%	-2%	4%	4%	.
O=C(Nc1ccccc1C(=O)N1CCOCC1)c1cccnc1
 : -9%	.	2%	-6%	-2%	10%	-4%	3%
Cc1cc(C)n(C(=O)c2ccc(C)c(S(=O)(=O)N3CCOCC3)c2)n1
 : -12%	8%	2%	-1%	-2%	-1%	0%	0%
CCCC(=O)Nc1ccc(C(=O)NNC(=O)c2cccs2)cc1
 : -10%	1%	0%	3%	1%	-10%	-10%	4%
O=c1oc2ccccc2c(NCc2cccc(F)c2)c1[N+](=O)[O-]
 : 1%	-2%	-3%	1%	-5%	-7%	-8%	-9%
Cc1noc(C)c1S(=O)(=O)N(CC(=O)Nc1ccc2c(c1)OCCO2)c1ccc(C(C)C)cc1
 : -12%	2%	-1%	3%	-1%	-2%	-4%	-5%[15.4 µM]
COc1ccccc1NC(=O)CN1C(=O)CSC(C)C1=O (stereo unspecified)
 : -3%	12%	8%	3%	10%	7%	-3%	-1%
CCOC(=O)c1cnc2ccc(C)cc2c1Nc1ccc(N2CCOCC2)cc1
 : -15%	?	?	-10%	-5%	-11%	-24%	-5%

# Order of results: RECQ1 inh	L3MBTL1 block	GAA glycogen	GoLoco inh red	TexasRed fluor	TRb-SRC2 inh	aGlu spleen mod	GAA inhib
C/C(=N\NS(=O)(=O)c1ccccc1)c1ccc2c(c1)OCO2
 : -1%	-20%	-6%	0%	4%	2%	3%	?
Cc1nc2ccc(-c3ccccc3)cc2o1
 : i	16%	-4%	-40%	-8%	6%	2%	-9%
O=C(O)c1ccc2c(c1)C(=O)N([C@H](Cc1ccc(-c3ccccc3)cc1)C(=O)O)C2=O
 : 8%	0%	.	.	-2%	-7%	6%	.
CCOc1ccccc1N(CC(=O)NC1CCCCC1)C(=O)CCCC(=O)Nc1ccccn1
 : 0%	6%	-10%	-1%	-3%	0%	-4%	-2%
O=C(COc1ccccc1)N1CCN(C(=O)Cc2ccccc2)CC1
 : -11%	0%	12%	1%	0%	-23%	7%	?
Cc1ccc(/C=N/NC(=O)NC23CC4CC(CC(C4)C2)C3)o1
 : -17%	-4%	-1%	-5%	-3%	-3%	-2%	.
CC(=O)Nc1nc(CCN2C(=O)c3ccccc3C2=O)cs1
 : -2%	9%	3%	11%	0%	0%	-2%	-8%
COc1ccc(-c2cc3cc(OC)c(OC)cc3c(C)n2)cc1
 : -21%	.	-2%	10%	-2%	-10%	-10%	-7%[15.4 µM]
COc1ccc(/C=C2\N=C(SC)N(c3ccccc3OC)C2=O)cc1
 : -29%	.	-4%	-10%	-1%	-11%	-15%	-13%
Cc1nc2ccccc2nc1N1CCCC1
 : i	19%	6%	-3%[14.2 µM]	-2%	-6%	-7%	.
Brc1ccc(-c2csc(N3CCc4ccccc4C3)n2)cc1
 : -2%	0%	9%	5%	-4%	-10%	-5%	4%
COC(=O)c1ccc(S(=O)(=O)NNC(=O)COc2ccc(C)cc2)cc1
 : -5%	10%	-5%	2%	0%	-9%	10%	4%
CCn1c(-c2ccc(C)cc2)nn(CC(=O)NCCc2ccccc2)c1=S
 : 0%	9%	4%	8%	0%	5%	3%	-9%
COc1ccccc1N1CCN(C(=O)c2cc(N3C(=O)C4C5CCC(C5)C4C3=O)ccc2Cl)CC1 (stereo unspecified)
 : -4%	4%	-2%	2%	-1%	-3%	-27%	?
COc1ccc(-n2c(-c3ccc(F)cc3)cnc2SCC(=O)NCc2ccco2)cc1
 : i	.	-14%	-15%	3%	-1%	3%	-14%
COc1cccc(C2CC(c3cccs3)=NN2C(=O)CSc2nc3c(cnn3-c3ccc(F)cc3)c(=O)[nH]2)c1OC (stereo unspecified)
 : -12%	3%	-4%	13%	-4%	-4%	-2%	2%[15.4 µM]
COc1ccc(/C=C2\SC(=S)N(CC(=O)Nc3nnc(C)s3)C2=O)cc1
 : -3%	27%	-5%	14%	0%	-1%	-2%	5%
CC(=O)c1ccc(OCCN2CCOCC2)cc1
 : -1%	.	5%	-14%	-1%	-3%	1%	0%
COC(=O)c1c(NC(=S)Nc2ccc(C(=O)N3CCOCC3)cc2)sc2c1CCC2
 : i	0%	3%	22%	-6%	-5%	5%	-1%
Cn1c(=O)oc2cc(S(=O)(=O)NCCc3ccccc3)ccc21
 : i	?	-11%	1%	-1%	0%	0%	2%

# Order of results: RECQ1 inh	L3MBTL1 block	GAA glycogen	GoLoco inh red	TexasRed fluor	TRb-SRC2 inh	aGlu spleen mod	GAA inhib
O=C(Nc1ccc(NC(=O)C2CC2)nc1)c1cccnc1
 : 12%	0%	-5%	-1%	0%	5%	-1%	3%
CSCc1cc(N2CCCC2)nc(-c2ccccc2)n1
 : -5%	-1%	6%	38%[activator]	-3%	-4%	3%	-10%
CC(=O)Nc1ccc(OCC(O)CNC2CCCC2)cc1 (stereo unspecified)
 : -9%	-9%	-20%	-1%	-2%	11%	-1%	2%
O=C(Nn1cnc2ccccc2c1=O)c1ccccc1
 : i	0%	-9%	4%	-4%	1%	0%	-5%
COc1ccc(-c2nnc(NC(=O)c3ccc(S(=O)(=O)N4CCCc5ccccc54)cc3)o2)cc1
 : i	-2%	4%	2%	3%	-5%	8%	-5%
CCn1ccnc1CN1CCCC(CO)(Cc2cccc(OC)c2)C1 (stereo unspecified)
 : 1%	-10%	14%	16%	-4%	-3%	1%	?
O=C(Nc1cccc(-c2cn3ccccc3n2)c1)c1cnccn1
 : -1%	4%	-1%	7%	-6%	-3%	-10%	-15%
CCOC(=O)N1CCN(C(=O)CSCc2nc(-c3ccccc3C)oc2C)CC1
 : 0%	-8%	-6%	-1%	4%	2%	7%	-13%
COc1ccc(/C(C)=N/NC(=O)c2sccc2-n2cccc2)cc1
 : -2%	-19%	6%	1%	0%	-1%	.	-8%
COc1ccc(C(C)(C)C)cc1NC(=O)c1ccc2c(c1)SC1=NS(=O)(=O)CCN12
 : i	7%	-3%	8%	1%	3%	3%	-1%
COc1ccccc1N1CCN(C(=O)C(Sc2ccccc2)c2ccccc2)CC1 (stereo unspecified)
 : -6%	-8%	-8%	6%	4%	-5%	-4%	-5%
O=C(COc1ccccc1-c1ccccc1)NNC(=O)NC1CCCCC1
 : -3%	0%[11.4 µM]	-14%	10%	-3%	2%	-21%	2%
CC1CCCN(C(C(=O)Nc2ccc3c(c2)OCCO3)c2ccccc2)C1 (stereo unspecified)
 : i	2%	8%	7%	-1%	5%	-7%	2%
COc1ccc(-c2ccc(-c3nnn(CC(=O)N4CCOCC4)n3)cc2)cc1
 : i	-3%	-13%	-5%	-2%	3%	4%	-7%
CNc1nc(N)c([N+](=O)[O-])c(NCCO)n1
 : i	2%	-15%	-7%	-2%	-3%	-1%	-5%
CCOC(=O)c1ccc(NC(=O)COc2ccccc2CNCCc2ccccc2)cc1
 : i	7%[11.4 µM]	-8%	-4%	-3%	-2%	-10%	-13%
O=C(CN1C(=O)CSC1=O)Nc1ccccc1F
 : 14%	1%	-7%	9%	2%	-19%	-5%	-1%
CCN(CC)c1ncnc2ccc(Br)cc12
 : -1%	3%	10%	4%	3%	0%	-5%	9%

# Reprinted at random: 2 entries already listed.
# Order of results: RECQ1 inh	L3MBTL1 block	GAA glycogen	GoLoco inh red	TexasRed fluor	TRb-SRC2 inh	aGlu spleen mod	GAA inhib
O=C(Nc1ccc(NC(=O)C2CC2)nc1)c1cccnc1
 : 12%	0%	-5%	-1%	0%	5%	-1%	3%
COc1ccccc1N1CCN(C(=O)C(Sc2ccccc2)c2ccccc2)CC1 (stereo unspecified)
 : -6%	-8%	-8%	6%	4%	-5%	-4%	-5%

# Compound activity from PubChem.
